From PubChem
APOBEC3G inh: inhibitors of human APOBEC3G DNA deaminase; Q9HC16; AID 493012; inhibition, % at 20 µM; recombinant A3G, ssDNA deamination FAM/TAMRA fluorescence; 330,000 compounds, 0.28% hits;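 active = inhibition of at least 40% at 20 µM, with no more than 30% in the related APOBEC3A deaminase screen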;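 also: plate controls were DMSO wells with A3G for no effect and wells lacking A3G enzyme for full effect; some compounds called inactive have numbers as strong as hits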
Target sequence (Q9HC16 whole entry, looked up): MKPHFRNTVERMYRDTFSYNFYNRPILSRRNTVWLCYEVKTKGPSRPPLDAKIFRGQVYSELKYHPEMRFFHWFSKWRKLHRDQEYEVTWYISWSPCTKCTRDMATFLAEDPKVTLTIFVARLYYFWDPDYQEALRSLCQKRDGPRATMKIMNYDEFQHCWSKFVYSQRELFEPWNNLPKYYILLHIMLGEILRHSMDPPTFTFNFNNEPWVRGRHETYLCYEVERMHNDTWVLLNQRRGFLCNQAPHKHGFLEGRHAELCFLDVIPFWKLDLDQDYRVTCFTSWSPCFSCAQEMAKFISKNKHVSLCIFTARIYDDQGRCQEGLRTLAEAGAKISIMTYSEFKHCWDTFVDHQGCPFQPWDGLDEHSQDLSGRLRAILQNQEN
hIAP block: blocks human intestinal alkaline phosphatase; P09923; purified IAP, CDP-Star luminescence, 30 min; inhibition, % at 10 µM; 330,000 compounds, 0.12% hits; AID 2544;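 active = inhibition reaching a set limit with compound at 10 µM in the primary screen, cut at about 35% in these data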;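 also: plate controls were DMSO wells with enzyme for no effect and no-enzyme buffer wells for full effect; values of inactives mirror those of a sister screen read the other way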
Target sequence (P09923 whole entry, looked up): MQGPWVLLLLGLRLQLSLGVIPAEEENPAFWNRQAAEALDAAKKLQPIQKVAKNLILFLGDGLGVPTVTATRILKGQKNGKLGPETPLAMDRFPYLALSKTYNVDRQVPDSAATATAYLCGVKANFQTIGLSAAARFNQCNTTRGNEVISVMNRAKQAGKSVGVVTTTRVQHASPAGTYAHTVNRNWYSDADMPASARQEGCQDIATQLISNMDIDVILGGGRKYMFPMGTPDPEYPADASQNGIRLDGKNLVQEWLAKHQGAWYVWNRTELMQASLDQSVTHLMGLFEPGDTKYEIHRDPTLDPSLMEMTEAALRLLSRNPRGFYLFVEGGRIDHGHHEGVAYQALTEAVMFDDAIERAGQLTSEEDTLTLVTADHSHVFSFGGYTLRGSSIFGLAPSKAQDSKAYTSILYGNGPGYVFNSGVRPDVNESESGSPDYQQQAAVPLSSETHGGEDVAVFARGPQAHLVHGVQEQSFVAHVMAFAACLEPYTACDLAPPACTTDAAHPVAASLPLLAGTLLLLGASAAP
MIN6 prolif: inducers of beta-cell replication in MIN6 cells; MIN6 cells proliferation, ATPlite luminescence, 48 h; cells starved in 0.2% serum; 100% = growth in 10% serum; proliferation, % at 10 µM; 330,000 compounds, 0.29% hits; AID 2380;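 active = compounds whose signal lies at least 3.5 SD above the mean of all wells on their plate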;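 also: 0% = DMSO-treated cells in low-serum medium and 100% = 10% serum control; some compounds called inactive have numbers as strong as hits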
MPTP inh: blocks calcium-induced mitochondrial swelling | 360,000 compounds, 1.4% hits | isolated mouse mitochondria, Ca2+ swelling absorbance, 30 min | inhibition, % at 10 µM;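 active = inhibition of 50% or more, scaled per plate between neutral and stimulator controls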;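 also: 0% = DMSO wells given calcium and 100% = 1 mM EGTA wells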
APOBEC3A inh: human APOBEC3A DNA deaminase inhibition | P31941 | inhibition, % at 20 µM | recombinant A3A, FAM/TAMRA ssDNA deamination fluorescence | 330,000 compounds, 0.41% hits;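 active = at least 40% inhibition at 20 µM here, with at most 30% in a related deaminase screen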;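 also: plate controls were A3A with DMSO for no effect and wells lacking A3A enzyme for full effect; some results filed as inactive read as strong as hits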
Target sequence (P31941 whole entry, looked up): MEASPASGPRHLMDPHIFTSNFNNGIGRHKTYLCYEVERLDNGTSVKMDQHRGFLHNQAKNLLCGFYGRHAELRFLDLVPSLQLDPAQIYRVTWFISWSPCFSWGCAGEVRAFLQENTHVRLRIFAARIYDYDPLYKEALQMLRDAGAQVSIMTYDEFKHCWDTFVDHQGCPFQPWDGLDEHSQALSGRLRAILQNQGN
ATG4B inhibitor: blocks human ATG4B protease cleavage of LC3 substrate | Q9Y4P1 | ATG4B cleavage of LC3-PLA2, NBD-HPC fluorescence, 1 h | inhibition, % at 8.33 µM | 340,000 compounds, 0.51% hits | AID 504462; in the data active = inhibition above about 40%
mIAP act: increases mouse intestinal alkaline phosphatase activity; 330,000 compounds, 0.24% hits; AID 2805; muIAP, CDP-Star luminescence, 30 min; stronger effect = higher value; 1 = vehicle-only enzyme signal, 0 = enzyme-free wells; activation factor at 10 µM;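 active = activation factor of at least 2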; also: the source names both 10 and 20 µM as test concentration; values of inactives mirror those of a sister screen read the other way
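Assay system: mouse IAP enzyme; reagent: chemiluminescent substrate CDP-Star; dosing: test compounds delivered from DMSO solution; schedule: 30 min at room temperature; measured by: luminescence from enzymatic CDP-Star hydrolysis; controls: DMSO-only wells and no-enzyme negative control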
mIAP inh: blocks mouse intestinal alkaline phosphatase | purified mouse IAP, CDP-Star luminescence, 30 min | inhibition, % at 10 µM | 330,000 compounds, 0.2% hits | AID 2806;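 active = inhibition of at least 40% at 10 µM in the primary screen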;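 also: plate controls were DMSO with enzyme for no effect and no enzyme wells for full effect; values of inactives mirror those of a sister screen read the other way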
hIAP activ: human IAP activation; purified human IAP, CDP-Star luminescence, 30 min; stronger effect = higher value; 1 = vehicle-only enzyme, 0 = enzyme-free background; activation factor at 10 µM; 330,000 compounds, 0.16% hits; AID 2524;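 active = activation factor of the enzyme at least 2-fold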; also: the source names both 10 and 20 µM as test concentration; values of inactives mirror those of a sister screen read the other way
* = called active by the depositor.

SMILES	APOBEC3G inh	hIAP block	MIN6 prolif	MPTP inh	APOBEC3A inh	ATG4B inhibitor	mIAP act	mIAP inh	hIAP activ
O=C(Nc1ccc(N2CCOCC2)cc1)c1ccc(-c2ccccc2[N+](=O)[O-])o1	-4	17	-3	0.0	-2	-9	0.89	11	0.83
Cc1nn(Cc2c(F)c(F)c(F)c(F)c2F)c(C)c1NC(=O)c1cccc(COc2ccccc2Cl)c1	-5	-21	-2	-2.0	-1	63*	0.96	4	1.2
Cc1ccc(C(=O)Nc2ncc(Cc3ccc(F)cc3)s2)o1	-1	14	-5	-1.6	-1	57*	0.9	10	0.86
O=C(N1CCOCC1)N1CCC(c2nc(-c3ccc(S(=O)(=O)N4CCOCC4)cc3)no2)CC1	-5	-15	-2	-1.4	-3	8	0.97	3	1.1
O=S(=O)(c1ccc(Cl)cc1)N1CCN(S(=O)(=O)N2CCCCCC2)CC1	-5	9	-2	-1.6	0	7	0.94	6	0.91
CC(C)(CC(=O)O)CC(=O)N1CCN(c2nc3ccc(Cl)cc3s2)CC1	-9	-20	-3	0.5	-7	0	1.1	-5	1.2
COc1cccc(C(=O)/C=C/c2ccc(OCC#N)c(OC)c2)c1	-5	2	0	3.6	-1	-5	0.93	7	0.98
CC(C)(C)Nc1c(N)c(=O)oc2ccccc12	-3	8	-1	2.4	-5	3	1.1	-7	0.92
O=C(OC1CCOC1=O)c1cc(-c2ccccc2)nc2ccccc12 (centres undefined)	-5	14	-1	1.9	2	-10	0.95	5	0.86
COc1ccc(Nc2nnc(SCC3CCCCO3)s2)cc1 (centres undefined)	0	0	-3	-4.5	1	-9	1	-3	1
O=S(=O)(NCCN1CCOCC1)c1cc(Cl)ccc1Cl	-2	9	0	-0.3	1	6	1	-1	0.91
Cc1n[nH]c(C)c1S(=O)(=O)N1CCN(c2ccccn2)CC1	-2	18	-1	-0.7	-6	-4	0.94	6	0.82
COc1ccc(CC(=O)NCC2(c3ccc(OC)c(OC)c3)CCOCC2)cc1	-6	-2	0	-2.1	-1	-4	1.1	-7	1
O=C(N/N=C/c1ccc(OCC(=O)N2CCCCC2)cc1)c1ccccc1	2	-2	-2	0.2	6	-5	1	-2	1
O=C(O)/C=C/C(=O)Nc1ccccc1-c1ccccc1NC(=O)/C=C/C(=O)O	9	-50	0	8.5	2	-4	0.93	7	1.5
COc1cc(/C=N/n2nnnc2Nc2ccccc2)cc(OC)c1OC	-9	-9	0	1.3	-5	-17	0.96	4	1.1
NNC(=S)Nc1c(Br)cc(F)cc1Br	-2	-6	-3	0.5	0	3	0.95	5	1.1
COc1ccc2[nH]cc(CCNC(C)=O)c2c1	-1	-17	1	1.0	-1	4	1.1	-10	1.2
N#C/C(=C\N1CCCCC1)S(=O)(=O)c1ccc(Cl)cc1	-4	0	-2	1.5	-1	-7	1	-2	1
CC(C)N(C(=O)c1ccc(C(=O)Nc2ccc([N+](=O)[O-])cc2)cc1)C(C)C	0	18	0	1.1	2	4	0.95	5	0.82
COc1ccccc1CCC(=O)NNC(=O)c1cccs1	-4	-7	-1	0.4	-4	0	0.87	13	1.1
COc1ccc(NC(=O)CCNS(=O)(=O)c2ccc3c(c2)CC(C)N3C(C)=O)cc1 (centres undefined)	3	-18	-3	-0.7	1	-1	0.99	1	1.2
Cc1cccc(OCCCC(=O)NCC(=O)Nc2cccc(C)c2C)c1	-2	16	-5	0.4	-4	-2	1.1	-6	0.84
C#CCOCCOCCOCCNc1nc(N2CCN(C(=O)C([C@@H](C)CC)n3cc(C(N)CC(C)C)nn3)CC2)nc(N2CCN(C(=O)[C@H](CCC(=O)O)n3cc(C(N)[C@H](C)CC)nn3)CC2)n1 (some centres undefined)	-9	-6	2	-1.0	1	1	1.1	-11	1.1
N#CC1=C(N)C(C#N)(C#N)C(c2ccc[nH]2)C2CCCC=C12 (centres undefined)	-4	10	0	-0.4	-4	-1	0.82	18	0.9

Remaining list, next part:
SMILES	APOBEC3G inh	hIAP block	MIN6 prolif	MPTP inh	APOBEC3A inh	ATG4B inhibitor	mIAP act	mIAP inh	hIAP activ
COc1ccc(C(=O)NC2CCN(S(=O)(=O)c3ccccc3F)CC2)cc1	4	5	-4	0.1	-1	-4	1	-4	0.95
COc1ccc(CN2CCNC(=O)C2CC(=O)NC2CCCC2)c(C)c1C (centres undefined)	-10	-27	0	-1.8	-7	-9	0.98	2	1.3
OCC1(Cc2ccccc2)CCCN(Cc2cnn(-c3ccccc3)c2)C1 (centres undefined)	-3	-2	-5	0.9	0	-7	0.96	4	1
CCCCn1c(=NC(=O)c2ccco2)c(C(=O)OCC)cc2c(=O)n3cccc(C)c3nc21	10	2	-3	8.6	8	1	0.93	7	0.98
C/C(N)=C(/C#N)C(=O)CSc1nnc(Nc2ccccc2)s1	-5	-1	-1	2.5	0	-8	0.94	6	1
Cn1nccc1NC(=O)Nc1ccccc1	-9	4	1	-0.9	-4	1	0.99	1	0.96
CC1CCN(C(=O)c2[nH]cnc2C(=O)N2CCN(c3ccccc3)CC2)CC1	-11	-2	1	0.6	-6	5	1	-3	1
CC(C)CN1CCN(Cc2cccn2-c2cccnc2)CC1CCO (centres undefined)	-11	-2	1	-1.6	-4	10	1.1	-7	1
Cc1[nH]c(=O)c(S(=O)(=O)c2ccccc2)c(C)c1Cl	-2	2	-2	0.3	9	-3	1	-1	0.98
Cc1cc(Cl)ccc1NC(=O)CN1C(=O)NC2(CCCc3ccccc32)C1=O (centres undefined)	-3	6	-4	-1.5	12	-15	0.99	1	0.94
Cc1nnc(NN)n(N)c1=O	-8	15	-2	2.2	8	4	0.97	3	0.85
O=C(CCC(=O)Nc1ccccc1)N/N=C/c1cccnc1	-4	-7	-1	-0.2	-2	-1	1.1	-10	1.1
CC(C)c1ccc(-c2csc3ncnc(N4CCN(C)CC4)c23)cc1	2	-3	-5	-1.8	-4	-13	1.1	-6	1
Cn1c(SCC(=O)Nc2ccccc2)nnc1C(F)(F)F	-3	-6	-2	-0.2	5	-7	1.1	-10	1.1
CCOc1ccc2c(c1)sc(N)[n+]2Cc1cc(C)cc2cccnc12	-7	13	0	42	9	4	1	-3	0.87
CC(=O)NCC(=O)NNC1CC(=O)N(c2cccc(Cl)c2)C1=O (centres undefined)	-8	10	-3	0.9	-2	-2	1	0	0.91
COc1ccc(Cl)cc1NC(=O)N1CCN(c2ccccc2OC)CC1	5	1	-2	2.3	4	-9	0.93	7	0.99
CCOc1ccc2[nH]cc(C(=O)NCCc3ccccc3)c(=O)c2c1	9	-6	-4	0.2	1	-7	1	-3	1.1
O=C(NCC1CCCO1)c1ccccc1OCc1ccc(Cl)cc1 (centres undefined)	-4	20	15*	-2.0	0	23	1	-5	0.8
CCNC(=S)N(CCCO)Cc1cc2cc3c(cc2[nH]c1=O)OCCO3	-1	9	1	1.4	-5	-1	0.98	2	0.91
COCc1c(C(=O)OCC(=O)NCc2ccco2)oc2ccccc12	-5	-2	-2	-0.2	1	4	1	-2	1
COC(=O)c1c(NC(=O)c2nc3ccccc3s2)sc2c1CCN(C(C)=O)C2	-1	-50	-6	-0.6	1	-18	0.93	7	1.5
NC(=O)C[C@@H]1NC(=O)CNC(=O)c2cc([N+](=O)[O-])cc(I)c2NCCC(C(N)=O)NC1=O (some centres undefined)	3	6	-6	-1.4	1	-3	0.92	8	0.94
CCN(CC)CCN1C2=C(C(=O)CC(C)(C)C2)C(c2cccc(F)c2)C2=C1CC(C)(C)CC2=O	-14	-13	0	0.5	1	-7	1.2	-17	1.1
COc1ccc(N(C)S(=O)(=O)c2ccc(C)cc2)c([N+](=O)[O-])c1	-6	2	-2	0.3	0	-2	0.84	16	0.98

(next part)
SMILES	APOBEC3G inh	hIAP block	MIN6 prolif	MPTP inh	APOBEC3A inh	ATG4B inhibitor	mIAP act	mIAP inh	hIAP activ
Cc1nnc(SCc2cc(=O)oc3cc(O)ccc23)n1Cc1ccccc1	-8	-10	0	1.0	3	28	0.94	6	1.1
NC(=O)c1ccccc1N/C=C/C(=O)c1ccco1	-1	-17	-3	0.0	5	-2	0.95	5	1.2
COc1cc(C(C(=O)NC(C)(C)C)N(C(=O)CNC(=O)c2cccs2)c2ccccc2)cc(OC)c1OC (centres undefined)	0	-28	-1	-0.2	-5	-4	1.1	-12	1.3
Cc1cc(=O)oc2c(C)c(OCC(=O)NCCCN3CCOCC3)ccc12	-5	3	-1	-2.8	-4	1	1	-2	0.97
Cc1ccc(N(O)C(=O)OCCNC(=O)Nc2ccccc2)cc1	-2	20	0	3.9	-2	2	0.93	7	0.8
COCc1c(C(=O)N2CCN(Cc3ccc(C#N)cc3)CC2)oc2ccccc12	-9	3	0	-1.1	-3	-13	0.93	7	0.97
CCCCCCc1nnc(NC(=O)OCC)s1	3	-1	-1	2.4	6	-7	1	-4	1
O=C(c1ccco1)N1CCN(c2ccc(Cl)cc2)CC1	-2	20	0	0.0	1	0	0.91	9	0.8
CCN(CC)S(=O)(=O)c1ccc(C(=O)N2CCN(C3=NS(=O)(=O)c4ccccc43)CC2)cc1	1	0	-3	0.2	3	-1	1.1	-12	1
CCn1c(SCC(=O)Nc2nc(C)cs2)nnc1-c1ccco1	3	0	3	0.0	3	-5	0.99	1	1
CC(=O)Nc1ccccc1C(=O)C(=O)Nc1ccc(F)cc1	-5	-7	-2	1.9	-5	-5	0.95	5	1.1
S=C(NCc1ccccc1Cl)Nc1ccccc1Cl	-3	9	0	-0.3	-3	16	1.6	-63	0.91
O=C(c1ccccc1)c1ccncc1	3	-4	-4	0.3	2	0	1	-2	1
S=C(NCCc1ccccc1)NN=C1CCCCCC1	-14	-22	-3	0.1	-4	-4	1	-5	1.2
Cc1ccc(NC(=O)c2cccc(NC(=O)/C=C/c3ccco3)c2)cc1C	2	18	-4	-3.1	2	13	0.89	11	0.82
Cc1ccc(S(=O)(=O)N(C)C)cc1NC(=O)COC(=O)COc1ccccc1[N+](=O)[O-]	-6	10	-1	-1.8	-2	1	0.91	9	0.9
COc1ccc(NCCNc2ccc(OC)cc2)cc1	-3	-27	-3	-0.9	-4	2	0.96	4	1.3
c1ccc(-c2noc(C34CC5CC(CC(C5)C3)C4)n2)cc1	-4	-6	-3	35	-1	10	0.98	2	1.1
CSc1ccccc1OCc1cc(C(=O)N2CCc3c(Cl)cccc3C2)no1	9	3	-6	0.8	-2	5	0.99	1	0.97
CCOc1ccc(N(C)C(=O)CCc2nnc3ccc(N4CCCCC4)nn23)cc1	16	13	4	-0.4	0	1	1	-5	0.87
O=C(Cc1ccccc1Cl)NNC(=O)Nc1ccccc1	-7	7	0	0.3	1	0	0.98	2	0.93
COc1ccc(NS(=O)(=O)c2cc(NC(=O)c3cccc(OCc4c(C)noc4C)c3)ccc2OC)cc1	-6	-6	-2	3.3	-3	-4	1.2	-19	1.1
CCCn1nc(NC(=O)COC)c2cc3cc(C)ccc3nc21	28	-32	1	-0.7	53*	-1	1.1	-7	1.3
Cc1c(Cl)cccc1NC(=O)CCN1CCCC(C)C1 (centres undefined)	-4	-15	1	-1.3	1	7	1	-5	1.2
COc1ccc(NC(=O)c2ccc(NC(=O)COC(=O)CC(NC(=O)c3ccccc3Cl)c3ccccc3)cc2)cc1 (centres undefined)	-1	-5	0	-0.3	5	-10	1.2	-20	1.1

Grouped by structure, the compounds so far containing a tert-butyl group (2)
SMILES	APOBEC3G inh	hIAP block	MIN6 prolif	MPTP inh	APOBEC3A inh	ATG4B inhibitor	mIAP act	mIAP inh	hIAP activ
CC(C)(C)Nc1c(N)c(=O)oc2ccccc12	-3	8	-1	2.4	-5	3	1.1	-7	0.92
COc1cc(C(C(=O)NC(C)(C)C)N(C(=O)CNC(=O)c2cccs2)c2ccccc2)cc(OC)c1OC (centres undefined)	0	-28	-1	-0.2	-5	-4	1.1	-12	1.3
